EPAC1 antagonist – antagonists of human EPAC1; EPAC1 GEF assay, Rap1b-BODIPY-GDP exchange fluorescence; Potency, µM (series often up to 115 µM), without a hit: at the top dose activity change, negative = inhibition, most hits filed as inhibitors; AID 720709; 360,000 compounds, 0.14% hits; O95398;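 further: plate controls were vehicle for no effect and positive control for full effect; nearly all actives have a fitted effect of over 50% in size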
PTHR1 ag – agonists of human PTHR1 parathyroid hormone receptor; Q03431; HEK293 GP2 PTHR1 cells, GloSensor cAMP luminescence, 1 h; 410,000 compounds, 0.075% hits; AID 743266; Potency, µM (series often up to 115 µM), for inactives: at the top dose activation, usual class: activators; further: nearly all actives have a fitted effect of over 55% in size; some results filed as inactive show a strong effect at the top dose; inactives centre near -15; many of its hits are not listed in these tables
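HEK-293-derived GP2 cells expressing PTHR1 and a GloSensor cAMP reporter, 3,000/well, plated overnight, given luciferin plus IBMX (each 0.5 mM as added) for 1 h at 37 °C, then compound for 1 h at 37 °C. Luminescence was read after 15 min at room temperature.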
FUS suppressor – suppressors of FUS proteinopathy in yeast; S. cerevisiae FUS-expressing, growth rescue, OD600, 24 h; Potency, µM (series often up to 76.6 µM), for inactives: at the highest dose growth rescue (activation), most hits filed as activators; 390,000 compounds, 0.24% hits;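 further: plate controls were DMSO vehicle for no effect and reference control for full effect; nearly all actives have a fitted effect of over 55% in size; some results filed as inactive show a strong effect at the top dose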
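S. cerevisiae expressing FUS from galactose induction served as the toxicity model. Growth after 24hr at 30C, read as absorbance at 600 nm, indicates suppression of toxicity; compounds dosed at several concentrations.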
EPAC2 ag – activates human EPAC2 exchange factor; EPAC2 activation, biochemical qHTS; response scale: 100% = 6.5 mM cAMP response; Potency, µM (titrated, usually from 154 µM), for inactives: top-dose activation, usual class: activators; AID 720711; 360,000 compounds, 0.079% hits; further: nearly all actives have a fitted effect of over 50% in size
Target sequence (Q8WZA2 whole entry, looked up): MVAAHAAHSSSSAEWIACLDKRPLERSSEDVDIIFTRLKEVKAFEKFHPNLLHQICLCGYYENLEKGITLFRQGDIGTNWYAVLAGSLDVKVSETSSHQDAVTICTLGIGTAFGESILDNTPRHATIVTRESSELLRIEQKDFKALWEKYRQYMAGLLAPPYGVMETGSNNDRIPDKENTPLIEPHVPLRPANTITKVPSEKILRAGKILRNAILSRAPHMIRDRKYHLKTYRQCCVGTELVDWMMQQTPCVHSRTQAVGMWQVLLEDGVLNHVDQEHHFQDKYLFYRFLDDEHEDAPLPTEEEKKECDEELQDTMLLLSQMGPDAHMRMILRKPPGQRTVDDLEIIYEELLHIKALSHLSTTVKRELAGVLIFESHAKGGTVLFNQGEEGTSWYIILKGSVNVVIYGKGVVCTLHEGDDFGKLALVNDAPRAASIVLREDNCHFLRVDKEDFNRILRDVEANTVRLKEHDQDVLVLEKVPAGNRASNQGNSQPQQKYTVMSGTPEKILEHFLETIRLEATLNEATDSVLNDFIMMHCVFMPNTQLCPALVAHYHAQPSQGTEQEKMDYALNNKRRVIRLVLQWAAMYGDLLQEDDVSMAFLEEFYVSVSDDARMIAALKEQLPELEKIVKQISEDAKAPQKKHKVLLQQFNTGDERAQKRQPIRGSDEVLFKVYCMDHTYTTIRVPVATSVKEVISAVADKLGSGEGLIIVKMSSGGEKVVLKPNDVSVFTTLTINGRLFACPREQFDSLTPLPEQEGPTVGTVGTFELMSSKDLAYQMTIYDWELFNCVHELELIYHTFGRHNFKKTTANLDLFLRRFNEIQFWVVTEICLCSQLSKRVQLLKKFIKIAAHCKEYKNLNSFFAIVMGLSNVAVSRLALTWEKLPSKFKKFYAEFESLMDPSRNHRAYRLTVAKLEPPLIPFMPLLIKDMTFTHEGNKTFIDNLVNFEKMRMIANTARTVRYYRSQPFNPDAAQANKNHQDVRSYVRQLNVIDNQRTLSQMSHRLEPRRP
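qHTS, titration series. 100 nM EPAC2 / 250 nM Rap1B-BODIPY-GDP / 50 uM GDP; RT; ex 480/em 540 nm, 5-min reads to 30 min. Norm. to 6.5 mM cAMP = activation.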
aSyn rescue – rescues yeast growth from alpha-synuclein toxicity. 370,000 compounds, 0.14% hits. Yeast expressing alpha-synuclein, growth rescue, BacTiter-Glo, 24 h. Potency, µM (doses to about 46.1 µM), inactives show top-dose growth rescue (activation), most hits filed as activators; further: % of control where 0% means no effect; nearly all actives have a fitted effect of over 65% in size
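Readout is rescue of growth in alpha-synuclein-expressing yeast, so inhibitors of toxicity appear as activators. Growth after 24 hr at 30 deg C in galactose medium is quantified by luminescence.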
EPAC1 ag – EPAC1 (human) agonism; AID 720707; Potency, µM (doses to about 154 µM), for inactives: at the highest dose activation, most hits filed as activators; O95398; 360,000 compounds, 0.073% hits; EPAC1 agonist qHTS, biochemical assay; response scale: 100% = response to 6.5 mM cAMP; further: nearly all actives have a fitted effect of over 60% in size
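Nucleotide exchange assay: 100 nM EPAC1 with 250 nM Rap1B loaded with BODIPY-GDP and 50 uM GDP, room temperature. Fluorescence (480/540 nm) read every 5 min for 30 min; signal change normalized to 6.5 mM cAMP as full agonist.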
EPAC2 antag – antagonists of human EPAC2. EPAC2 GEF exchange of Rap1B-BODIPY-GDP, fluorescence. Potency, µM (highest dose often 114 µM), for the others: at the highest dose activity, negative = inhibition, usual class: inhibitors. 360,000 compounds, 0.18% hits. AID 720708; further: on the % scale 0 is the no-effect control and ±100 the full control effect; nearly all actives have a fitted effect of over 45% in size; many of its hits are not listed in these tables
TDP-43 yeast inh – inhibitors of TDP-43 toxicity in yeast | TDP-43 expressing yeast growth rescue, BacTiter-Glo, 24 h | Potency, µM (series often up to 46.1 µM), for the others: at the highest dose growth rescue (activation), most hits filed as activators | 410,000 compounds, 1.8% hits | AID 652104; further: % of control where 0% means no effect; nearly all actives have a fitted effect of over 50% in size
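Galactose-induced TDP-43 yeast, OD600=0.02, compound pinned; 24 hr, 30 deg C; BacTiter-Glo luminescence for growth. Inhibitors of TDP-43 toxicity read as activators.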
The depositor's hits bear a star; i = inactive; ? = inconclusive; nt = not tested or not shown; & = joins results of further samples; [ ] = another dose, or the depositor's remark. The call rests on the fitted dose curve; in most records, active means well fitted curve in the direction sought with a large enough effect; inconclusive means small, poorly fitted or top-dose-only effect, or another doubt; inactive means no such curve, though single readings can be large; an effect the other way counts as inactive or inconclusive. Potency means the concentration at half of the fitted maximal effect. An excerpt; rates above refer to the full screens.

Key to letters: A = EPAC1 antagonist; B = PTHR1 ag; C = FUS suppressor; D = EPAC2 ag; E = aSyn rescue; F = EPAC1 ag; G = EPAC2 antag; H = TDP-43 yeast inh
CCCCN(Cc1ccccc1)S(=O)(=O)c1cc2c(cc1Br)CC(C)N2C(C)=O (configuration not stated)
  A = 2%	B = -25%	C = nt	D = 3%	E = ?	F = 0%	G = 1%	H = 0%
Cc1c(C(=O)Nc2ccccn2)oc2ccc(Br)cc12
  A = 1%	B = -91%[inhibitor]	C = 13%	D = 0%	E = -4%	F = -8%	G = 7%	H = 16%
CCOc1ccc(NC(=O)COC(=O)c2ccc3c(c2)C(=O)N(CCc2ccccc2)C3=O)cc1
  A = -20%	B = i	C = nt	D = -1%	E = 7%	F = -2%	G = 14%	H = 2%
Cc1n[nH]c(C)c1S(=O)(=O)N1CCN(C(=O)c2ccco2)CC1
  A = -8%	B = i	C = -5%	D = 4%	E = 3%	F = 3%	G = 2%	H = 5%
N/C(=N\OC(=O)c1cccc(Br)c1)c1ccncc1
  A = 37%[activator]	B = 0%	C = 4%	D = 16%	E = -1%	F = 3%	G = -6%	H = ?
COc1ccccc1CCC(=O)N1CCN(S(=O)(=O)c2cc(C(F)(F)F)ccc2Cl)CC1
  A = -24%	B = -17%	C = 39%	D = 5%	E = 20%	F = 8%	G = -23%	H = ?
COc1ccc(-c2noc(CCC(=O)N3CCN(c4ccc(C(F)(F)F)cc4)CC3)n2)cc1
  A = -6%	B = i	C = -17%	D = -7%	E = 1%	F = -1%	G = -8%	H = 17%
CCCCn1nnnc1C(c1cc2ccccc2o1)N1CCN(CCN(C)C)CC1 (configuration not stated)
  A = 3%	B = -24%	C = -6%	D = 8%	E = -8%	F = 12%	G = 9%	H = 18%
CC1(c2ccc(OC(F)F)cc2)NC(=O)N(CC(=O)Nc2ccc(S(N)(=O)=O)cc2)C1=O (configuration not stated)
  A = -14%	B = i	C = 8%	D = 6%	E = -1%	F = -1%	G = -3%	H = -11%
Cc1c(C)c2ccc(OCC(=O)Nc3ccccn3)cc2oc1=O
  A = ?	B = i	C = 4%	D = 7%	E = -12%	F = -2%	G = -8%	H = 4%
CCN1CNC(=S)N(c2cc(C)ccc2C)C1
  A = -1%	B = i	C = 7%	D = 0%	E = 2%	F = -3%	G = -1%	H = 25%
Cc1cc(C)c(S(=O)(=O)NC2CCN(Cc3ccccc3)CC2)c(C)c1
  A = -4%	B = i	C = -12%	D = 2%	E = 5%	F = 0%	G = -10%	H = 10%
CCOc1ccc(NC(=O)CN(C)C(=O)Cc2n[nH]c(=O)c3ccccc23)cc1OCC
  A = 5%	B = -46%[inhibitor]	C = 12%	D = 1%	E = -2%	F = 7%	G = -9%	H = 8%
Brc1ccc(CSc2nnc(-c3cnccn3)n2Cc2ccco2)cc1
  A = 12%	B = -42%[inhibitor]	C = nt	D = 16%	E = 8%	F = -7%	G = -1%	H = 35µM*
O=C(Cc1ccc([N+](=O)[O-])cc1)c1ccccc1
  A = 6%	B = -26%	C = nt	D = 10%	E = 1%	F = -2%	G = 12%	H = 0%
Cc1cccc(NC(=O)CS(=O)(=O)c2cn(C)c3ccccc23)c1
  A = ?	B = 15%	C = -8%	D = 12%	E = 1%	F = 6%	G = -7%	H = 9%
CC(=O)c1ccc(NC(=S)NC(=O)c2c(Cl)c(C)nn2C)cc1
  A = -1%	B = i	C = 8%	D = 4%	E = 0%	F = -4%	G = 0%	H = 19%
Cc1ccccc1-c1nnc(-c2cccc3ccccc23)o1
  A = -15%	B = -12%	C = -9%	D = 8%	E = 0%	F = 8%	G = -5%	H = 17%
CCn1cc(CCCC(=O)NCc2cccc(OC)c2)c2ccccc21
  A = -2%	B = i	C = ?	D = 8%	E = 15%	F = -2%	G = -17%	H = 25%
CCOc1ccccc1NC(=S)N1CCCc2ccccc21
  A = 3%	B = -23%	C = 13%	D = -6%	E = 1%	F = 0%	G = -10%	H = -3%
COc1ccccc1/C=N/NC(=S)NCc1ccco1
  A = -6%	B = -15%	C = 18%	D = 21%	E = 3%	F = 14%	G = -19%	H = 14%
Cc1cc2c(=O)n(CC(=O)N3CCN(c4ccccc4)CC3)cnc2s1
  A = -7%	B = -5%	C = -28%	D = 3%	E = -15%	F = 0%	G = 14%	H = -7%
O=C(CSCc1ccc(Cl)cc1)NCC1CCCO1 (configuration not stated)
  A = 18%	B = i	C = 3%	D = -1%	E = -1%	F = 3%	G = 5%	H = 18%
O=C1NC(=O)/C(=C/c2ccccc2OCc2ccccc2)S1
  A = -30%	B = -77%[inhibitor]	C = -3%	D = -5%	E = -8%	F = -8%	G = -10%	H = 16%
Cc1ccc(-c2nnn(Cc3nc4ccccc4s3)n2)cc1
  A = 2%	B = 27%[57.5 µM]	C = 28%	D = 22%	E = 18%	F = 20%	G = -5%	H = -11%
Cc1cc(C)cc(OCc2nnc(SCC(=O)OC(C)C)o2)c1
  A = 3%	B = -11%	C = 31%	D = 5%	E = -3%	F = 12%	G = -3%	H = -10%
CC(C)C[C@H](NC(=O)OC(C)(C)C)C(=O)N[C@@H](CO)[C@H](O)[C@@H]1C[C@@H]1C(=O)N1CCCC1
  A = -2%	B = -52%[inhibitor]	C = -11%	D = 3%	E = 0%	F = 2%	G = 8%	H = 17%
CC(C(=O)NCCc1ccc(F)cc1)N1CCN(Cc2ccccc2)CC1 (configuration not stated)
  A = -8%	B = i	C = 16%	D = 5%	E = -1%	F = 6%	G = -5%	H = 4%
CC1=CC(C)(C)n2c(O)c(N=NC(N)=S)c3c(C)ccc1c32
  A = 7%	B = -34%[inhibitor]	C = 3%	D = -1%	E = -9%	F = -6%	G = 1%	H = 16%
CCOC(=O)c1sc(N(Cc2ccccc2)C(=O)COC(=O)c2ccc(O)cc2)nc1C
  A = -15%	B = -37%	C = nt	D = 5%	E = ?	F = 10%	G = -13%	H = 20%

Reformatted: results already given
Every second line gives: EPAC1 antagonist	PTHR1 ag	FUS suppressor	EPAC2 ag	aSyn rescue	EPAC1 ag	EPAC2 antag	TDP-43 yeast inh
> CCOc1ccccc1NC(=S)N1CCCc2ccccc21
 : 3%	-23%	13%	-6%	1%	0%	-10%	-3%
> COc1ccccc1/C=N/NC(=S)NCc1ccco1
 : -6%	-15%	18%	21%	3%	14%	-19%	14%
> Cc1cc2c(=O)n(CC(=O)N3CCN(c4ccccc4)CC3)cnc2s1
 : -7%	-5%	-28%	3%	-15%	0%	14%	-7%
> O=C(CSCc1ccc(Cl)cc1)NCC1CCCO1 (configuration not stated)
 : 18%	i	3%	-1%	-1%	3%	5%	18%

The listing continues.
| SMILES | EPAC1 antagonist | PTHR1 ag | FUS suppressor | EPAC2 ag | aSyn rescue | EPAC1 ag | EPAC2 antag | TDP-43 yeast inh |
| --- | --- | --- | --- | --- | --- | --- | --- | --- |
| CCOC(=O)CNC(c1ccccc1)c1cc(Br)ccc1NC(=O)CCN1CCOCC1 (configuration not stated) | -5% | i | 14% | 14% | -7% | -2% | 5%[57.1 µM] | 22µM* |
| COc1ccc(CCN2C(=O)c3[nH]nc(-c4ccccc4O)c3C2c2cccc(O)c2)cc1OC (configuration not stated) | 0% | i | ? | 6% | 4% | 0% | -7% | 3% |
| C[C@@H]1CCCCO[C@H](CN(C)C(=O)Nc2ccccc2)[C@@H](C)CN([C@H](C)CO)C(=O)c2cc(NS(=O)(=O)c3cn(C)cn3)ccc2O1 | 6% | i | 32% | -4% | -1% | 1% | 1% | 26% |
| O=C(CCNc1n[nH]c(=O)[nH]c1=O)N/N=C\c1ccc(Br)cc1 | ? | -69%[inhibitor] | -37% | 9% | -6% | 5% | 1% | -4% |
| S=c1[nH]nc(CCc2ccccc2)n1-c1ccc(Cl)cc1 | -16% | -11% | 10% | 2% | 4% | -1% | -12% | -11%[0.397 µM] |
| CSc1nc(N2CCOCC2)c2c3c(sc2n1)CCCC3 | -10% | -3% | ? | 3% | 9% | 5% | 18µM* | 16µM* |
| CCOC(=O)[C@]12CCCC=C1N(Cc1ccc(Cl)cc1Cl)C(=O)[C@H](CC(=O)N1CCSCC1)C2 | -8% | -14% | 19% | 13% | 2% | 8% | 2% | 19% |
| Cc1ccc2nc(-c3ccc(Cl)cc3)c(CC3CCCCC3)n2c1 | 3% | i | 19% | 11% | 0% | 7% | -2% | 13% |
| Cc1ccc(N(C(=O)c2snc(C(N)=O)c2N)C(C(=O)NCCC(C)C)c2ccco2)cc1 (configuration not stated) | -19% | -48%[inhibitor] | 38% | -17% | 0% | -19% | -21% | 0% |
| Cc1cc(C)nc(-n2nc(C)cc2NC(=O)CNC2CCCCC2)n1 | 15% | -29% | 17% | -2% | 0% | 3% | 14% | -4% |
| O=C(Nc1nc(-c2ccccc2)cs1)Nc1ccc(F)cc1F | 8% | -45% | -1% | -3% | -14% | 3% | 9% | ? |
| CN(C(=O)COC(=O)/C=C/c1ccc(C(F)(F)F)cc1)c1c(N)n(Cc2ccccc2)c(=O)[nH]c1=O | 28% | -62%[inhibitor] | 33% | -10% | 2% | -18% | 35%[activator] | -6% |
| CCNc1nc(NCC)nc(SCCOc2ccc(C)cc2)n1 | -21% | i | nt | 6% | -33%[inhibitor] | 4% | -9% | -41%[inhibitor] |
| Cc1noc(C)c1COc1ccc(CC(=O)NCCc2ccccc2)cc1 | -16% | i | -16% | 2% | 5% | -5% | 1% | 1% |
| CCN(CC)c1ccc(NC(=O)COC(=O)Cc2ccsc2)cc1 | 0% | i | 1% | 2% | -5% | -5% | -4% | 18% |
| CCN1C(=O)C(CC(=O)Nc2ccc(OC)cc2)N(Cc2cccs2)C1=S (configuration not stated) | 4% | -16%[57.5 µM] | 23% | 6% | 2% | 10% | -9% | 5% |
| CC(C)(C)C(=O)O/N=C(\N)c1ccc([N+](=O)[O-])s1 | -16% | -17% | -8% | 7% | 1% | 9% | 11% | 21% |
| NC(=O)C1CCN(S(=O)(=O)c2cccc(S(=O)(=O)N3CCCCC3)c2)CC1 | 10% | i | 4% | 2% | 11% | 2% | 5% | -11% |
| O=S1(=O)c2c(F)cccc2O[C@@H](COCc2ccccc2)CN1CCc1ccc(F)cc1 | -9% | i | 10% | 10% | -2% | -21% | 0% | 20% |
| COc1ccccc1Nc1nn2c(=O)c3ccc(C(=O)N4CCCCC4)cc3nc2s1 | 10% | -32%&-45%[inhibitor] | 7%&-2% | -7% | 0%&-4% | -6% | -5% | -2%&1% |
| COC(=O)c1c(C)oc(C)c(C(=O)OC)c1=O | -2% | i | -18% | 14% | -6% | 13% | -5% | 5% |
| Cc1ccc(-c2csc3ncn(C(C)C(=O)O)c(=O)c23)cc1 (configuration not stated) | 5% | -22% | -1% | 18% | 0% | 0% | -2% | -5% |
